From PubChem
Glioma ERSR ind – inducers of ER stress response in human glioma cells | U87-MG GRP78 promoter luciferase reporter, 16 h | Potency, µM, inactives show top-dose activation, most hits filed as activators | 420,000 compounds, 0.02% hits | AID 602332; also: potency is read from the fitted curve at half-maximal effect; series mostly up to about 76 µM; % of control where 0% means no effect; nearly all actives have a fitted effect of over 35% in size
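ERSR induction read as luciferase luminescence (Bright-Glo, 10 min at room temperature) in stably transfected human U87-MG glioma cells exposed to compounds for 16 h, using GRP78 as sensor.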
D1 antagonist – antagonists of human D1 dopamine receptor; P21728; HEK293 TREx D1 cells, calcium flux, dopamine EC80; stronger effect = lower value; activity change, negative = inhibition, % at 10 µM; 360,000 compounds, 3.2% hits; AID 504652; in the data active = activity change below about -30%; also: % is scaled to controls: 0 for no effect and ±100 for the full control effect
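Cells carrying a force-coupled, tetracycline-inducible human D1 receptor report calcium flux. Each well gets a 10 s baseline, compound with 180 s monitoring, then an EC80 dopamine stimulus with a second 180 s kinetic read.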
RXFP1 antagonist – RXFP1 (human) relaxin receptor antagonism | HEK293-RXFP1, relaxin-stimulated cAMP HTRF, 30 min; stronger effect = lower value | 350,000 compounds, 0.59% hits | activity change, negative = inhibition, % at 57.5 µM;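 active = activity change of -60% or lower, but not beyond a set lower limit; inconclusive = change between -60% and -40%, or beyond the set limit; inactive = change above -40%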; also: % is scaled to controls: 0 for no effect and ±100 for the full control effect
Target sequence (Q9HBX9 whole entry, looked up): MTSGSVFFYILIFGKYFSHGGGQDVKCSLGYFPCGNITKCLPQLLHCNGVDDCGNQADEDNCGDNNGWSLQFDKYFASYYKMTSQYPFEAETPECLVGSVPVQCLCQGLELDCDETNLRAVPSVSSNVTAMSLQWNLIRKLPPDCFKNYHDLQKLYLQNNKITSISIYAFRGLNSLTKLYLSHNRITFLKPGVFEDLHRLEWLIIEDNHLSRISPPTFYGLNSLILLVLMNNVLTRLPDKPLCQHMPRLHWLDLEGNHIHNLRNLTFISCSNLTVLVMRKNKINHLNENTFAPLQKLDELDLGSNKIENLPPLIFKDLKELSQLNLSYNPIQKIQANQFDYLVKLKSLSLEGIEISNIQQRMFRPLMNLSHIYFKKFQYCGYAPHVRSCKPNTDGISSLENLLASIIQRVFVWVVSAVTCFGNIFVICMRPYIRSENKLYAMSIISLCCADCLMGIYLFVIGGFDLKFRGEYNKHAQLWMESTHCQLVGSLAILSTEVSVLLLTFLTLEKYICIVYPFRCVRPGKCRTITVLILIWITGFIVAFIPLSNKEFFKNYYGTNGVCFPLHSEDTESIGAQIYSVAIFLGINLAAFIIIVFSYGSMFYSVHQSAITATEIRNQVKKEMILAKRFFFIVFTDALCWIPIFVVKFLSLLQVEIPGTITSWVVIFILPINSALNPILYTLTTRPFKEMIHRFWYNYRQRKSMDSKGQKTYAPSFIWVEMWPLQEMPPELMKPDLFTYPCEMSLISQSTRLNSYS
Vif-APOBEC3F blk – inhibitors of Vif-A3F interaction; HeLa A3F-eYFP + Vif (tagged APOBEC3F with the HIV-1 protein that degrades it), YFP fluorescence increase; Potency, µM (doses to about 46.1 µM), inactives show at the highest dose activity, negative = active; 390,000 compounds, 0.2% hits; AID 602313; also: potency is read from the fitted curve at half-maximal effect; % of control where 0% means no effect; nearly all actives have a fitted effect of over 65% in size
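Fluorescence increase (Ex 488/Em 500-530) after overnight compound treatment at 37 deg C flags inhibition of Vif-driven A3F-eYFP loss in stable HeLa A3F-eYFP/Vif cells seeded overnight beforehand.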
RXFP1 ag – RXFP1 (human) receptor agonism. Q9HBX9. HEK293T-RXFP1 cAMP TR-FRET, 30 min; response scale: percent of porcine relaxin response, buffer zero. Potency, µM (highest dose often 57.5 µM), for the others: at the highest dose activation, hits mostly activators. 370,000 compounds, 0.3% hits. AID 2676; also: potency is read from the fitted curve at half-maximal effect; % is scaled to controls: 0 for no effect and ±100 for the full control effect; nearly all actives have a fitted effect of over 60% in size; many of its hits are not listed in these tables
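HEK293 cells stably expressing RXFP1, treated 30 min at 37C with compounds plus PDE4 inhibitor Ro 20174; cAMP measured by HTRF TR-FRET. Normalized to buffer and 29 nM porcine relaxin; EC50 by Hill fit.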
Vif-A3G inh – inhibitors of Vif-APOBEC3G interaction; Potency, µM (highest dose often 46.1 µM), for inactives: at the top dose activity, negative = active, usual class: inhibitors; AID 602310; Q9HC16; HeLa A3G-eYFP + Vif (tagged APOBEC3G with the HIV-1 protein that degrades it), YFP fluorescence, overnight; 410,000 compounds, 0.076% hits;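 also: potency is read from the fitted curve at half-maximal effect; % is scaled to controls: 0 for no effect and ±100 for the full control effect; nearly all actives have a fitted effect of over 60% in size; hits raise eYFP signal because A3G escapes Vif-driven loss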
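HeLa cells stably expressing Vif and C-terminally eYFP-tagged A3G, seeded overnight at 37 deg C, then exposed to compound by pintool overnight at 37 deg C. Rise in yellow fluorescence (Ex 488/Em 500-530, Acumen) marks blocked Vif-driven A3G degradation.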
D1 agonist – human D1 receptor agonism; HEK293 T-REx D1 cells, calcium flux, agonist mode; activation, % at 2 µM; 360,000 compounds, 1% hits; AID 504660; in the data active = activation above about 30%; also: 0% is about no effect
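Inducible HEK293 T-REx D1 cells, force-coupled to calcium signalling, were plated at 4000 cells/well with tetracycline and held overnight at 30 C. After no-wash calcium dye loading, compound-evoked calcium rise over 180 s flagged agonists.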
D2 potentiator – positive allosteric modulators of human D2 dopamine receptor. P14416. HEK293 T-REx D2, calcium flux, EC20 dopamine potentiation. potentiation, % at 10 µM. 340,000 compounds, 0.34% hits. AID 485347;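 active = potentiation over 3 SD above the plate norm, cut at about 30% in these data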; also: 0% is about no effect
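Primary screen. Calcium kinetics in induced HEK293 T-REx D2 cells: compound pre-addition 180 s, EC20 dopamine, 180 s more.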
D1 PAM – potentiators of human D1 dopamine receptor; 360,000 compounds, 0.036% hits; HEK293 TREx D1 cells, calcium flux, dopamine EC20 potentiation; P21728; potentiation, % at 10 µM; in the data active = potentiation above about 30%; also: 0% is about no effect
The depositor's hits bear a star; ? = inconclusive; · = not tested or not shown; & = joins results of further samples. Unless noted, calls follow the shape of the dose curve; as a rule, active = well fitted curve in the direction sought with a large enough effect; inconclusive = small, poorly fitted or top-dose-only effect, or another doubt; inactive = no such curve, though single readings can be large; an effect the other way counts as inactive or inconclusive. These rows are one share of the data, so the mix of outcomes need not match the whole.

SMILES	Glioma ERSR ind	D1 antagonist	RXFP1 antagonist	Vif-APOBEC3F blk	RXFP1 ag	Vif-A3G inh	D1 agonist	D2 potentiator	D1 PAM
O=C(CCCC(=O)OCC(=O)c1ccc(Cl)cc1Cl)Nc1cc(C(F)(F)F)ccc1Cl	-1%	12	-4	2%	1.6%	1%	10	-11	-1
COc1ccc(C(=O)N2CCC(C(=O)N3CCN(c4ccccc4)CC3)CC2)cc1	-5%	·	-7	-5%	·	-5%	·	·	·
CCOc1ccccc1NC(=O)C(C)Sc1nc2c(c(=O)[nH]1)CCCC2 (configuration not stated)	·	13	0	·	-2.7%	·	0	-4	-1
O=C(O)CC(C(=O)O)N1C(=O)/C(=C/C=C/c2ccco2)SC1=S (configuration not stated)	-4%	0	13	3%	-3.2%	0%	19	-6	-3
CCOC(=O)C1CCN(C(=O)Nc2cc(Cl)cc(Cl)c2)CC1	-3%	-2	-21	0%	-0.6%	0%	7	-19	-3
CC(C)(C)Cc1nc(-c2ccccn2)no1	-3%	-2	8	-14%	1.9%	1%	1	-7	-9
CC(=O)c1ccc(N2CCN(C(=O)C3CCCN(S(=O)(=O)c4c(C)[nH]c(=O)[nH]c4=O)C3)CC2)cc1 (configuration not stated)	-2%	-4	1	-9%	0.5%	0%	0	21	-5
CC(C)c1ccc(NC(=O)CCS(=O)(=O)c2ccc(Br)s2)cc1	-2%	-9	·	2%	0.0%	5%	16	·	-1
CC1CCN(C(=O)COC(=O)[C@H](C)NS(=O)(=O)/C=C/c2ccccc2)CC1	-4%	20	1	-1%	2.8%	-5%	-1	-7	-7
O=C(Nc1ccccc1C(F)(F)F)c1cc2nc(-c3ccccc3)cc(-c3ccccc3)n2n1	-2%	-8	-11	4%	8.6%	-1%	-1	-5	0
CCCCNS(=O)(=O)c1ccc2nc(-c3cccnc3)cc(C(=O)NCCOC)c2c1	3%&-2%	-1&3	10&-3	-6%&0%	0.1%&0.2%	-4%&-1%	3&1	2&-12	2&-4
CCOC(=O)c1ccc(NC(=S)N(CCCN2CCCCCC2)Cc2ccco2)cc1	-4%	9	-12	0%	3.4%	0%	4	-14	-5
O=C(OC1CCCCC1=O)c1cccc(S(=O)(=O)N2CCOCC2)c1 (configuration not stated)	-3%	-14	-3	-16%	0.4%	-4%	2	-1	-13
O=C(O)c1cccc(NC(=O)C2CCCO2)c1 (configuration not stated)	-5%	3	10	-20%	-0.8%	3%	1	0	-3
CN(C)[C@@H]1CCC[C@@H]1OC(=O)C(c1ccccc1)c1ccccc1	-4%	7	2	1%	-3.5%	-1%	23	-4	-3
CCN(CC)S(=O)(=O)c1ccc(C(=O)OCC(=O)NC2CCCC2)cc1	-8%	-21	-18	-4%	-0.1%	-10%	9	-3	-8
Cc1ccc2[nH]c(=O)c(CN(CCCO)S(=O)(=O)c3c(C)ccc4nsnc34)cc2c1	-2%	3	10	1%	1.9%	2%	-2	-13	-2
COc1ccccc1NC(=O)c1csc2c1CCCC2	6%	-22	-13	3%	0.2%	-1%	-2	-3	-3
O=C(COc1cccnc1[N+](=O)[O-])c1c[nH]c2ccccc12	4%	-1	-4	?	-0.6%	-5%	1	5	-6
O=C(NCCc1ccccn1)c1ccc(OC2CCN(Cc3ccccn3)CC2)cc1	-4%	0	3	1%	-0.3%	5%	5	-3	-3
O=C(CC(c1ccccc1)c1ccccc1)Nc1ccc(C(=O)O)cc1	-7%	-2	-5	0%	-2.8%	-2%	0	10	-2
COc1ccc(OC)c(/C=N\Nc2nccs2)c1	-3%	·	-16	20%	·	0%	·	·	·
CC(=O)OCn1ncc(N2CCOCC2)c(Br)c1=O	-3%	7	-2	-12%	1.9%	4%	2	-2	-3
O=C(Nc1ccc(CN2CCCCC2)cc1)c1ccc2c(c1)OCO2	-1%	-18	6	-16%	-0.1%	0%	2	-19	-5
Cc1ccnc(NC(=O)c2c(O)c3ccccc3n(C)c2=O)c1	·	0	·	·	1.3%	·	0	-4	5
Cc1ccc(O)c(/C=N/NC(=O)c2[nH]ncc2Br)c1	-2%	7	·	2%	0.5%	1%	1	-4	-2
Cc1ccc(-c2nc3cc(Br)cnc3nc2-c2ccc(C)cc2)cc1	-5%	2	13	-9%	27%	-4%	4	12	1
CC(=O)SCC(C)C(=O)NCc1ccccc1 (configuration not stated)	-2%	-6	-16	5%	0.0%	0%	3	-1	2
CCc1ccccc1Nc1nn2c(=O)c3ccc(C(=O)NCCCOC(C)C)cc3nc2s1	0%	-15	17	-10%	2.9%	7%	-1	12	-3
CC(=O)Nc1ccc2nc(CN3CCN(Cc4ccc(F)cc4)C(CCO)C3)ccc2c1 (configuration not stated)	-2%	-4	4	-1%	0.6%	-10%	3	13	3
COc1cc2cc(/C=C/C(=O)c3ccco3)c(Cl)nc2cc1OC	-3%	3	-6	?	22%	?	1	-4	0
COCCn1c(SCC(=O)NNC(=O)Cc2ccccc2)nc2ccccc2c1=O	-1%	10	-9	15%	2.7%	1%	0	-1	1
CC(C(=O)Nc1cc(Cl)cc(Cl)c1)N1CCCC1 (configuration not stated)	0%	-29	-3	12%	4.7%	-8%	33*	-30	-13
CCNC(=S)NNC(=O)c1cc(Br)cs1	-1%	46	-21	0%	3.5%	-3%	3	-4	-2
Cc1cc(N)n2nc(-c3ccc(C(C)(C)C)cc3)cc2n1	-11%	1	-7	-2%	1.2%	-4%	0	-7	2
O=C(OCCN1C(=O)c2cccc3c(N4CCOCC4)ccc(c23)C1=O)c1ccc(Cl)cc1	-2%	-2	9	?	8.6%	?	93*	-2	0
CCOc1ccc(/C(O)=C2/C(=O)C(=O)N(CCOCCO)C2c2ccccn2)cc1 (configuration not stated)	1%	11	12	-3%	28%	2%	3	·	-1
CN(C)C=NC(=O)c1cn(-c2ccc(F)cc2)c(=O)c2ccccc12	-4%	4	0	17%	1.9%	-6%	1	3	-4
CC(C)CCOc1ccc(C2(C)NC(=O)NC2=O)cc1 (configuration not stated)	-1%	-10	0	4%	1.1%	1%	10	-1	0
CC(C)Oc1ccc(C(=O)Nc2ccc(S(=O)(=O)N3CCN(C)CC3)cc2)cc1	-3%	-53*	-1	5%	2.0%	4%	4	6	-21
CCCSc1nnc(NC(=O)Nc2ccccc2OC)s1	2%	-11	1	1%	-1.0%	-9%	4	22	-10
O=C1CCC(=O)N1c1ccc(NCCc2ccccc2F)c([N+](=O)[O-])c1	1%	6	-8	-5%	1.4%	-11%	-3	-4	-10
CS(=O)(=O)c1ccc(-n2c(=O)n(Cc3ccccc3)c(=O)c3[nH]cnc32)cc1	-1%	4	4	4%	0.0%	0%	2	1	-7
O=C(COC(=O)c1cn(-c2ccccc2)nc1-c1ccccc1)c1ccc([N+](=O)[O-])cc1	·	13	·	·	0.6%	·	3	-1	-6
COC(=O)Cc1ccc(NC(=S)Nc2ccccn2)cc1	8%	-3	-7	0%	0.2%	-1%	3	-1	-2
Cc1cccc(C)c1NC(=O)CNC(=O)c1cccc(S(=O)(=O)NCc2cccs2)c1	0%	-2	4	-16%	2.0%	2%	1	0	1
COc1ccccc1NS(=O)(=O)c1cccc(C(=O)NN=C2CCCC2)c1	-1%	2	-12	14%	-0.8%	0%	3	-1	-4
CCCCn1nnc(NC(=O)Cc2ccc(Cl)cc2)n1	1%	3	?	-28%	-1.1%	-9%	2	5	2
c1ccc(CNc2ncnc3scc(-c4cccs4)c23)nc1	-4%	-2	-8	2%	-2.1%	-2%	4	-16	1
NC(=O)CNC(=O)C1CCN(S(=O)(=O)c2ccc(-n3cnnn3)cc2)CC1	3%	-4	2	-3%	-0.2%	1%	1	10	-3

Additional structures follow.
SMILES	Glioma ERSR ind	D1 antagonist	RXFP1 antagonist	Vif-APOBEC3F blk	RXFP1 ag	Vif-A3G inh	D1 agonist	D2 potentiator	D1 PAM
CC(Nc1nc(N2CCCC2)nc2ccccc12)c1ccccc1 (configuration not stated)	-11%	-25	-10	-7%	0.0%	-7%	8	-27	-5
Cn1c(Nn2cnnc2)nc2ccccc21	-5%	-2	2	-9%	-0.7%	-4%	3	7	-2
CCC(=O)c1ccc(OCC(=O)NCCCN2CCOCC2)cc1	-1%	·	-3	-8%	·	-1%	·	·	·
C(=Cc1c[nH]c2ccccc12)c1nccc2ccccc12	-10%	·	-2	8.9µM*	·	?	·	·	·
C=CCNc1nc(Nc2ccc(-c3nc4ccccc4o3)cc2)nc(N2CCOCC2)n1	1%	-3	8	-1%	5.9%	-8%	0	0	2
O=C(CSc1nnc(-c2ccc(F)cc2)o1)Nc1ccc(S(=O)(=O)N2CCCCCC2)cc1	-6%	-7	-13	-5%	1.7%	-4%	4	1	-1
CCCNC(=O)C1CCN(c2ncnc3c2nc2n3CCCCC2)CC1	-1%	-9	-18	-2%	?	9%	0	-5	3
COc1cccc(-c2csc(N3CCN(C(=O)NC45CC6CC(CC(C6)C4)C5)CC3)n2)c1	-3%	-2	-4	8%	-0.3%	1%	0	-1	-3
CCC(=O)N1CCC2(CC1)Oc1ccc(F)cc1C(=O)C21CC(c2ccccc2)=NO1 (configuration not stated)	-5%	29	·	-3%	5.5%	0%	10	10	-2
Cc1cc(C)c(NC(=O)CN2C(=O)NC(Cc3ccccc3)C2=O)c(C)c1 (configuration not stated)	-2%	1	-11	10%	5.2%	1%	2	3	12
Cn1c(=O)[nH]c(=O)c2c1nc(Br)n2CCC(=O)c1ccccc1	-2%	3	-3	-1%	2.5%	1%	4	13	-6
Cc1ccc(NC(=O)CCN2C(=O)NC3(CCCC3)C2=O)cc1	-1%	40	11	-22%	0.9%	-1%	3	·	-3
COc1ccc(OCCC(=O)NCCN2CCOCC2)cc1	-3%	1	-24	-26%	0.2%	-3%	1	3	-1
CC(C)C1C(=O)N(Cc2cn(Cc3ccco3)nn2)CCS(=O)(=O)N1Cc1ccc(-c2ccc(Cl)cc2)cc1 (configuration not stated)	-3%	·	?	-8%	·	-11%	·	·	·
N#Cc1ccc(Oc2ccc(-c3nc4ccccc4nc3-c3ccccc3)cc2)cc1C#N	-3%	44	-14	-3%	1.3%	-4%	5	-2	-1
